Screening data from PubChem.
HTR5A ag ctr = HTR5A agonists in luminescence cell assay, primary screen, counter-screen for OPRM1-OPRD1 heterodimer agonist project, full-deck HTS. 5-hydroxytryptamine receptor 5A (Homo sapiens), P47898. activation, % at 9.3 µM. 340,000 tested, 0.61% active. cell-based. AID 504692, 2011; in the data active means activation mostly above about 9.5%, no sharp cut-off; inactive means mostly below about 7.6%;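 further: 0% = cells with vehicle only and 100% = reference agonist; strong numbers were not always called active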
Target sequence (P47898 whole entry, looked up): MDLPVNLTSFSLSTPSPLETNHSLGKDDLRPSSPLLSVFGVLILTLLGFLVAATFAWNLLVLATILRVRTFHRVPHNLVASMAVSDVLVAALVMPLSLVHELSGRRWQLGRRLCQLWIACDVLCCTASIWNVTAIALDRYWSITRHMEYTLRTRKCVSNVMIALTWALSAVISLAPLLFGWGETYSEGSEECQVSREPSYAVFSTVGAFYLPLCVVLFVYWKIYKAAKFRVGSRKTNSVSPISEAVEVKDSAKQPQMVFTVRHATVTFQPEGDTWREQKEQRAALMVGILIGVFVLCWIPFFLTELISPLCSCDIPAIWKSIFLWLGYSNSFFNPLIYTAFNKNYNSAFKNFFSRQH
phage Ecoli inh = growth loss of phage-infected E. coli, primary screen, RecBCD inhibitor project, absorbance, with phage, HTS; inhibition, % at 11.9 µM; 360,000 tested, 0.26% active; AID 651602, 2012; in the data active means inhibition above about 11%
E coli growth = E. coli V3065 growth inhibition, primary screen, counter-screen for AddAB inhibitor project, absorbance, OD600; 18 h; inhibition, % at 11.9 µM; 330,000 tested, 0.27% active;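 active means inhibition above the campaign's mean inhibition across all tested compounds plus 3 SD, cut at about 9.9% in these data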;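 further: uninfected addAB+ strain grown without phage in ampicillin broth; 0% = DMSO wells and 100% = ciprofloxacin 0.95 µg/ml wells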
CDK5 inh = inhibitors of human CDK5/p35 kinase, primary screen, biochemical, single concentration; Cyclin-dependent kinase 5 (Homo sapiens) + Cyclin-dependent kinase 5 activator 1 (Homo …; Recombinant CDK5/p35, ADP-Glo luminescence, 60 min; inhibition, % at 10 µM; 330,000 tested, 0.01% active; AID 488839, 2010;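 active means highest replicate inhibition of at least 50% and at least 75% of replicates reaching 50%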;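 further: plate controls were DMSO neutral control for no effect and GW8510 at 10 µM for full effect; many of its hits are not listed in these tables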
AddAB inh = growth inhibition of E. coli expressing H. pylori AddAB, primary screen, AddAB inhibitor project, absorbance | inhibition, % at 11.9 µM | 330,000 tested, 0.29% active; in the data active means inhibition above about 12%;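 further: 0% = vehicle wells of infected cells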
PKA-R1A activ = activators of PKA-R1A holoenzyme, primary screen, biochemical, fluorescence polarization, Cy5-IP20, bovine R1A, mouse PKAc | cAMP-dependent protein kinase type I-alpha regulatory subunit (Bos taurus) + … | PKA-R1A dissociation; scaled: DMSO 0%, 113 µM cGMP 100% | activation, % at 11.4 µM | 340,000 tested, 0.083% active | AID 504707, 2011;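 active means percent activation above the mean of all tested compounds plus 3 SD, cut at about 19% in these data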;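 further: higher means more PKAc released from R1A so a rise in polarization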
SUMO Mot1 rescue = yeast Mot1-301 growth rescue at high temperature, primary screen, SUMOylation pathway inhibitor project, S. cerevisiae, ATP luminescence, 38.5C. S. cerevisiae Mot1-301 growth rescue; percent above DMSO median, 100 means doubled. growth rescue, % at 18.8 µM. 320,000 tested, 1% active. AID 2716, 2010;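 active means every valid replicate shows activation above 250% relative to neutral control wells; inactive means the rest, any valid replicate at or below 250%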;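 further: OY570 slx delta 5 strain wells were the positive control but not used for scaling; some compounds called inactive have numbers as strong as hits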
PKA-R2B activ = activators of PKA-R2B holoenzyme, primary screen, biochemical, fluorescence polarization, Cy5-IP20, human; 340,000 tested, 0.079% active; PKA-R2B holoenzyme dissociation; R2B truncated from residue 108, S112A mutant; 0% DMSO only, 100% 113 µM cGMP; activation, % at 11.4 µM;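 active means activation above a cutoff set at the mean over all compounds plus 3 SD, cut at about 18% in these data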;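 further: higher means more holoenzyme dissociation and a rise in polarization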
HTR5A inv ctr = HTR5A inverse agonists in luminescence cell assay, primary screen, counter-screen for OPRM1-OPRD1 heterodimer inverse agonist project, full-deck HTS. HTR5A cell line, inverse agonism. inhibition, % at 9.3 µM. 340,000 tested, 0.083% active. AID 504634, 2011; in the data active means inhibition mostly above about 23%, no sharp cut-off; inactive means mostly below about 18%;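 further: 0% = cells with DMSO and 100% = no-cell wells with DMSO; some compounds called inactive have numbers as strong as hits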
DAGLB inhibitor = DAGLB lipase inhibitors, primary screen, biochemical, fluorescence, HTS | 340,000 tested, 0.059% active | HEK293T DAGLB membrane lysate, EnzChek fluorogenic substrate | AID 504411, 2011 | inhibition, % at 5.17 µM; in the data active means inhibition above about 34%;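 further: 0% = enzyme with vehicle and 100% = wells lacking enzyme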
Target sequence (Q8NCG7 whole entry, looked up): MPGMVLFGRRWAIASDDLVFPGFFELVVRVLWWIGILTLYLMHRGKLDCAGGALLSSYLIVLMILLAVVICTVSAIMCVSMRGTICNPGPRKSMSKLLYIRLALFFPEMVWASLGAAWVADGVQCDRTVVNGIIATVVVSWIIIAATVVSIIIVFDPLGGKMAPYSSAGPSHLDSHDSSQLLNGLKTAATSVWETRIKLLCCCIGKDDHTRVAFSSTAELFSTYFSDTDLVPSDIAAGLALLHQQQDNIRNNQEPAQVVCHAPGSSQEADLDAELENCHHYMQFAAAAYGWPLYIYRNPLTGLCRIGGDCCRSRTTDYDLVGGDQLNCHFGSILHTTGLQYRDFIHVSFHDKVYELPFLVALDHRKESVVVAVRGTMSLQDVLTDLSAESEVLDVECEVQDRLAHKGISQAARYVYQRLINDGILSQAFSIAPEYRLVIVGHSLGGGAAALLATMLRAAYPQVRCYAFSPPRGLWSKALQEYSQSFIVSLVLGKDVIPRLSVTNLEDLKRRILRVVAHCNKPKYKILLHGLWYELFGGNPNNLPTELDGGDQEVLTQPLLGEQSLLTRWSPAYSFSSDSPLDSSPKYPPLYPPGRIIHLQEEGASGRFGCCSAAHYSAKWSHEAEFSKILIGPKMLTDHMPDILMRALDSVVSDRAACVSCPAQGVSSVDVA
Tat export inh = E. coli Tat export inhibitors, primary screen, MC4100, TorA-mCherry reporter, fluorescence, single point | inhibition, % at 10 µM | 340,000 tested, 0.036% active;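 active means mean replicate inhibition at least 50% and at least half of replicates individually reaching 50%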;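 further: exported cargo escapes ClpAP degradation while cytoplasmic cargo is degraded and loses fluorescence; 0% = median of neutral control wells and 100% = median of NaSCN control wells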
* marks the source's active call; other numbers are inactive results; nt = no result given; + = active, no number; & = joins results of further samples.

Molecule	HTR5A ag ctr	phage Ecoli inh	E coli growth	CDK5 inh	AddAB inh	PKA-R1A activ	SUMO Mot1 rescue	PKA-R2B activ	HTR5A inv ctr	DAGLB inhibitor	Tat export inh
COc1ccc(NC(=O)c2ccc(NC(=O)C3COc4ccccc4O3)cc2)c(OC)c1 (stereo unspecified)	5	1.2	nt	-1.3	nt	-4	nt	0	-17	-1	7
O=C(c1cnccn1)N(Cc1cccs1)C1(C(=O)NC2CCCCC2)CCCCC1	-1	1.2	-2.1	3.8	-0.8	6	-3	2	-10	2	-4
Nn1c(SCC(=O)Nc2ccccc2C(F)(F)F)nncc1=O	-4	3.6	-1.0	2.2	4.0	0	1	10	-5	3	-4
CCCN(Cc1cc2cc(C)ccc2[nH]c1=O)C(=O)c1cccc(OC)c1	1	2.2	-2.9	0.1	1.4	-2	-5	-11	-2	0	-10
Cc1sc2nc(SCC(=O)N(CCO)CCO)n(C3CCCCC3)c(=O)c2c1C	-5	1.6	1.5	5.7	3.0	-9	nt	2	2	-3	-8
CCC(CO)Oc1cc(NCc2ccc(F)cc2)c2ncn(C(C)C)c2c1 (stereo unspecified)	1	0.3	-1.1	0.7	1.7	-10	-18	5	-2	0	-6
O=C(Nc1cc2c3c(c1)CC(=O)N3CCC2)c1ccco1	4	5.1	1.3	-1.5	-0.6	-5	-3	-10	-43	1	-3
C=C(CCO)C1=CCN(S(=O)C(C)(C)C)[C@H]1CCO (stereo partly specified)	0	2.8	nt	8.5	nt	-4	nt	-6	0	-2	-1
CCNc1nc(NCC)nc(Oc2ccc(OCC)nn2)n1	-6	1.7	3.7	4.9	0.5	-15	96	-1	-2	0	-5
CC(=O)Nc1ccc(NC(=O)C(C)Sc2nc3ccccc3c(=O)n2CC2CCCO2)cc1 (stereo unspecified)	4	6.2	0.5	3.5	2.5	8	-6	14	-10	-2	-7
CCCCCn1c(CCNC(=O)c2cccs2)nc2ccccc21	1	1.7	-1.0	1.0	0.2	-1	9	2	-4	-4	3
COc1cccc(C(=O)Nc2ccccc2C(=O)NCC2CCCO2)c1 (stereo unspecified)	2	1.9	-1.4	-0.1	0.3	0	-8	-12	5	0	4
O=C(CN1C(=O)S/C(=C\c2ccc(Cl)cc2)C1=O)NC1C=CS(=O)(=O)C1 (stereo unspecified)	0	2.8	1.1	1.4	4.2	-2	-6	4	19	3	0
O=C(COC(=O)C1CCC(=O)N1)Nc1cccc([N+](=O)[O-])c1 (stereo unspecified)	-3	2.8	1.0	-1.4	1.0	-2	27	-4	10	3	-4
COc1ccc(N(Cc2cc(=O)[nH]c3ccccc23)C(=O)CCl)cc1	-3	0.0	-2.1	-0.3	1.3	0	-19	-2	12	0	-6
COCCCNC(=O)c1cn(C)c(=O)c2c1c1ccccc1n2C	-3	0.9	-2.8	-0.4	-2.3	1	5	-3	11	-2	4
COc1ccc(Cl)cc1S(=O)(=O)NC(C)C(=O)NCc1ccccn1 (stereo unspecified)	2	-0.6	0.1	0.3	4.2	-4	-16	-4	4	-1	4
O=C1OCCC1Sc1nnc(-c2ccccc2)o1 (stereo unspecified)	-3	2.5	1.1	0.2	-0.9	-11	-5	-6	-4	1	-2
CCN(CC)Cc1cc(C(C)=O)ccc1O	-10	1.7	0.0	-0.5	1.9	8	1	10	22	1	7
CC(=O)N1c2ccc(S(=O)(=O)NCCc3ccc(S(N)(=O)=O)cc3)cc2CC1C (stereo unspecified)	-1	-4.0	2.3	-1.7	-0.4	-6	-14	0	-29	1	-3
CC(C)C(NS(=O)(=O)c1ccccc1)C(=O)N1CCCCCC1 (stereo unspecified)	1	1.5	-0.5	0.5	1.6	-7	32	-4	-3	-2	5
COc1ccc(NC(=O)CSc2nnc(Cc3ccc(C)cc3)c(=O)n2N)cc1	10	2.3	-0.7	-0.1	4.4	4	-7	-1	-26	0	8
COc1cc(/C=N/N=C2/SCC(=O)N2c2ccc(O)cc2)ccc1O	0	5.0	2.4	-1.9	2.9	1	-12	1	8	2	1
CCCNC(=O)NC(=O)c1cnccc1C(F)(F)F	1	-1.6	1.8	1.1	4.0	-7	1	-6	-5	-1	12
CCCN(CCC)C(=O)Cc1coc2ccc3ccccc3c12	-2	2.8	-0.9	1.1	0.9	-10	-3	9	-9	-8	9
COc1cccc(CN2CCCC(C(=O)Nc3ccc(-c4cscn4)cc3)C2)c1 (stereo unspecified)	3	2.0	nt	-0.4	nt	0	17	4	8	1	-6
O=C(c1cc(-c2ccco2)nc2ccccc12)N(Cc1nnc(-c2ccc(Cl)cc2)o1)C1CC1	-2	1.9	-2.7	-0.5	0.0	2	35	-2	5	-2	4
CCOC(=O)C1CCCN(Cc2nc(CC3CC3)no2)C1 (stereo unspecified)	3	4.5	-1.1	-9.1	0.2	-3	+	-8	1	-3	0
COc1ccccc1C/C(N)=N/OC(=O)COc1cccc(C)c1	-1	2.1	0.6	-0.6	1.5	-1	-2	-3	-16	-17	-2
COc1ccc(Cc2nnc(-c3ccccc3)o2)cc1	1	1.6	0.0	1.0	0.2	-2	76	-1	-2	-6	5

One compound at a time (already shown). Order of values: HTR5A ag ctr | phage Ecoli inh | E coli growth | CDK5 inh | AddAB inh | PKA-R1A activ | SUMO Mot1 rescue | PKA-R2B activ | HTR5A inv ctr | DAGLB inhibitor | Tat export inh
`COc1cccc(CN2CCCC(C(=O)Nc3ccc(-c4cscn4)cc3)C2)c1` (stereo unspecified) as listed: 3 | 2.0 | nt | -0.4 | nt | 0 | 17 | 4 | 8 | 1 | -6
`CC(C)C(NS(=O)(=O)c1ccccc1)C(=O)N1CCCCCC1` (stereo unspecified) as listed: 1 | 1.5 | -0.5 | 0.5 | 1.6 | -7 | 32 | -4 | -3 | -2 | 5

(more compounds)
Molecule	HTR5A ag ctr	phage Ecoli inh	E coli growth	CDK5 inh	AddAB inh	PKA-R1A activ	SUMO Mot1 rescue	PKA-R2B activ	HTR5A inv ctr	DAGLB inhibitor	Tat export inh
Cc1ccc(NC(=O)CCN2CCN(C/C=C/c3ccccc3)CC2)cc1C	4	3.5	-1.1	-0.8	1.4	-7	nt	-7	-10	-4	-9
COC(=O)c1c(NC(=S)NN2CCN(C)CC2)sc2c1CCC(C)C2 (stereo unspecified)	10	2.9	-5.1	-1.3	-3.0	-10	172	-18	-21	0	14
CCN1CCN(Cc2ccc(NC(=O)c3cc(NC(=O)N4CCNC4=O)cc(OC)c3)cc2C(F)(F)F)CC1	2	-0.4&-1.9	-2.3	-0.3	-2.1	-7&5	103	3&2	12	-1&0	10
c1cncc(C(c2nnnn2C2CCCC2)N2CCCC2)c1 (stereo unspecified)	6	-3.4	0.6	0.9	-1.3	-8	11	-5	-5	0	0
O=C(Nc1cc(C(F)(F)F)ccc1N1CCOCC1)c1ccc(F)cc1	-2	0.5	-1.2	-0.9	0.3	-3	17	3	-2	-4	0
COc1ccc(NC2=CC(=O)N(C)C2=O)cc1	0	0.6	-1.0	-0.6	-0.2	-10	13	-10	1	-3	-4
CC(C)NC(=S)NN(c1ccccc1)c1ccccc1	4	0.7	-3.1	-0.5	2.0	-5	-11	-7	-15	-2	-1
CCOc1c(Nc2cccc(Cl)c2)c(=O)c1=O	1	5.1	-1.0	-1.5	0.9	8	-7	-3	1	1	10
Cc1cc(=O)oc2cc(OC(C)C(=O)NCC3CCC(C(=O)O)CC3)c(Cl)cc12 (stereo unspecified)	0	2.9	-2.4	-0.4	-0.8	2	30	6	18	-1	-3
COc1ccc(C2C(C(=O)c3sc(C)nc3C)=C(O)C(=O)N2CCCn2ccnc2)cc1 (stereo unspecified)	-1	3.4	-1.6	0.5	0.7	-2	-12	-5	24	-2	5
O=C(Nc1cccc(S(=O)(=O)N2CCCC2)c1)c1ccncc1	4	1.6	0.4	1.4	0.6	4	1	3	-5	3	-5
COc1cccc(S(=O)(=O)NCc2ccc(C(=O)N3CCN(Cc4ccccc4)CC3)cc2)c1	0	1.0	-0.2	-2.6	0.8	0	206	-1	-12	4	-1
C/C(=N\NC(=O)C(=O)Nc1ccc(C)cc1)c1ccncc1	0	3.1	-1.0	0.3	4.5	1	-11	-3	-8	0	-6
Cc1nn(-c2ccccc2)c(N)c1C1(O)C(=O)Nc2ccc([N+](=O)[O-])cc21 (stereo unspecified)	10	1.1	-1.0	2.3	-0.1	-13	-8	-4	-28	5	-11
COc1ccc(N2C(=O)CC(N3CCN(c4ccc(C(=O)c5cccnc5)cc4)CC3)C2=O)cc1 (stereo unspecified)	0	0.3	-0.7	0.5	0.8	-4	-16	0	4	1	5
Cc1cnc(CNC(=O)c2ccc3oc(Cc4ccccc4)nc3c2)[nH]1	2	4.8	1.3	-1.1	3.7	-1	1	-2	-7	-1	-8
Cc1noc(C)c1COc1cccc(C(=O)NCCc2c[nH]c3ccccc23)c1	-1	2.3	1.4	-5.6	2.7	-2	9	-5	-9	-1	-3
C(#CCN1CCCC1)CC(c1ccccc1)c1ccccc1	2	4.6	0.6	4.5	-0.8	-8	30	3	-6	0	1
COc1ccccc1NS(=O)(=O)c1cc(C(=O)NCc2cccnc2)ccc1C	-3	2.9	1.9	3.6	5.2	0	-12	-12	8	1	-3
COc1cccc(NC(=O)COc2ncnc3sc(C)c(C)c23)c1	-7	2.1	-1.0	-0.2	-2.5	1	1	6	16	-1	5
O=C(Nc1cc(C(F)(F)F)ccc1-n1cncn1)c1ccc(Br)cc1	-1	3.9	-0.6	-1.8	1.4	-9	5	9	-9	-3	0
COc1cc(C(=O)NCc2ccc(OCCN(C)C)cc2)cc(OC)c1OC	-1	2.5	0.2	2.2	-1.8	-6	-23	-11	-17	0	-9
COCCCNC(=S)NC1CC2CCC(C1)N2Cc1ccccc1 (stereo unspecified)	8	2.9	-0.6	-0.8	-0.3	-12	-13	1	-22	3	-3
CCN(CC(=O)Nc1ccc2c(c1)OC(F)(F)O2)Cc1nc2ccccc2c(=O)[nH]1	-1	1.6	-2.4	0.6	4.6	-12	-1	-6	3	1	4
COC(=O)c1cc(OC)c(OC)cc1NC(=S)NC(=O)c1ccco1	-3	-1.9	0.1	-1.6	3.6	-17	16	-2	14	1	-2
COC(=O)/C=C/COc1ccccc1[N+](=O)[O-]	-5	1.4	-0.4	-2.3	4.1	-5	-7	-5	13	0	-3
CCOC(=O)Cn1c(=O)c2c(nc(Br)n2CC(=O)OCC)n(C)c1=O	2	-2.2	0.0	-1.5	2.7	-6	13	-6	4	0	2
COc1cccc(C(=O)Nc2ccc(NC(=O)C3CC3)nc2)c1	-1	2.2	1.8	-1.4	0.6	-8	1	-2	-22	-1	-1
